PfHsp40 rescue: rescue of PfHsp40-mediated yeast toxicity. S. cerevisiae expressing PfHsp40, growth rescue, ATP luminescence. 340,000 tested, 0.68% active. growth rescue, % at 12.5 µM; in the data active = growth rescue above about 28%, passing the limit was not always enough; inconclusive = no clear call, values can overlap the other calls;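 also: yeast W303a lacking pdr1 and pdr3 grown in galactose medium; growth measured after three days at 30 °C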
TcdB inh: blocks C. difficile toxin B glycohydrolase activity. TcdB glycohydrolase enzymatic assay, plate reader. 350,000 tested, 0.24% active. AID 652162. P18177. inhibition, % at 9.99 µM; in the data active = inhibition above about 10%
Rv3671c protease: Rv3671c (M. tuberculosis) protease inhibition. AID 2606. inhibition, % at 5.96 µM. 320,000 tested, 0.048% active. P9WHR9; in the data active = inhibition above about 38%;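 also: extracellular domain of Rv3671c used as enzyme; 0% = enzyme with DMSO and 100% = no enzyme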
Target sequence (P9WHR9 whole entry, looked up, the tested form may be a part): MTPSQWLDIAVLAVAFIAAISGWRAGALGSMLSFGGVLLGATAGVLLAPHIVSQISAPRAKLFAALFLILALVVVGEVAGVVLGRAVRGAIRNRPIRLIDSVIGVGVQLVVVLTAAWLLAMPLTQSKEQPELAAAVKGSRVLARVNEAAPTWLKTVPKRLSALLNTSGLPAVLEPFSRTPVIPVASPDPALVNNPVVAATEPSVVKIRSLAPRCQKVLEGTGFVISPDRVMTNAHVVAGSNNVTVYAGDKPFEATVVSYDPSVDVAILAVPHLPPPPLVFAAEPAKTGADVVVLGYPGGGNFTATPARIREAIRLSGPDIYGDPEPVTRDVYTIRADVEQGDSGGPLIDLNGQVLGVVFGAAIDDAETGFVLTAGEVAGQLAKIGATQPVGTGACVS
DUSP3 inh: inhibitors of human VHR1 phosphatase (DUSP3); inhibition, % at 13.3 µM; recombinant VHR phosphatase, pNPP absorbance; 290,000 tested, 0.52% active; in the data active = inhibition above about 50%; also: some compounds called inactive have numbers as strong as hits
Target sequence (P51452 whole entry, looked up): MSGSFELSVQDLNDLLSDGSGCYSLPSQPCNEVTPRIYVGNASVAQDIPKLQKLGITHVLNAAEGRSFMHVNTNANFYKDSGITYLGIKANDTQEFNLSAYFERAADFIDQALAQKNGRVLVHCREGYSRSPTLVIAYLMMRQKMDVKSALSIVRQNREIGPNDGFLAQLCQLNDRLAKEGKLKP
MazF activator: MazEF (E. coli) toxin RNase activation | P0AE70 | FAM/BHQ RNA-DNA oligo cleavage fluorescence, 5 h | activation, % at 20 µM | 350,000 tested, 0.32% active | AID 504720; in the data active = activation above about 50%
Target sequence (P0AE70 whole entry, looked up): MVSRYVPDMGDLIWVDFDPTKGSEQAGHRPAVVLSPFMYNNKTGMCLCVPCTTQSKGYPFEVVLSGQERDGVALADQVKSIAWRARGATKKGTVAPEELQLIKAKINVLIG
SSB-PriA inh: K. pneumoniae PriA-SSBct interaction inhibition; inhibition, % at 33 µM; 430,000 tested, 0.6% active; AID 1272365; AlphaScreen SSBct-PriA binding, biotinylated peptide; in the data active = inhibition mostly above about 37%, no sharp cut-off; inactive = mostly below about 20%;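 also: plate controls were negative control peptide for no effect and reference peptide for full effect; strong numbers were not always called active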
Yp Topo-I inh: Y. pestis Topo-I inhibition via cleavage products; Y. pestis Topo-I cleavage product accumulation, plate reader; activity, % at 10 µM; 360,000 tested, 0.064% active; AID 504884; in the data active = activity above about 50%, passing the limit was not always enough; inconclusive = no clear call, values can overlap the other calls; also: inactives centre near 2
SARS 3CLpro inh: SARS-CoV 3CLpro protease inhibition; 290,000 tested, 0.14% active; recombinant SARS-CoV 3CLpro, quenched FRET peptide cleavage; P0C6X7; inhibition, % at 6 µM; AID 1706; in the data active = inhibition above about 12%
Anthrax LF prot: inhibitors of Bacillus anthracis lethal factor protease; P15917; multiplex microsphere protease cleavage assay, LF; inhibition, % at 10 µM; 360,000 tested, 0.12% active; AID 588501; in the data active = inhibition above about 30%; inconclusive = no clear call, values can overlap the other calls; also: plate controls were buffer without enzyme for full effect and enzyme alone for no effect
Vc quorum ag: quorum light induction in luxS cqsA deficient V. cholerae; V. cholerae BH1578 lux reporter, luminescence, 6 h; activation, % at 18.7 µM; 350,000 tested, 0.16% active; AID 588436; in the data active = activation mostly above about 9.7%, no sharp cut-off; inconclusive = no clear call, values can overlap the other calls; inactive = mostly below about 3.7%; also: not every result past the cut was called active; inactives centre near 0; reference of the scale not given here
Numbers without * were called inactive; i = inactive; ? = inconclusive; / = not tested or not shown. A portion of the library; the hit share may differ from the screen's.

SMILES | PfHsp40 rescue | TcdB inh | Rv3671c protease | DUSP3 inh | MazF activator | SSB-PriA inh | Yp Topo-I inh | SARS 3CLpro inh | Anthrax LF prot | Vc quorum ag
FC(F)(F)c1cc(-c2ccccc2)nc(NCc2cccs2)n1 | 6.0 | 0.5 | -19 | 20 | -16 | -21 | 19 | -6 | -2 | -0.6
Cc1ccc(C(=O)NNC(=O)Cc2ccccc2)cc1 | 1.2 | 1.1 | -1 | 16 | -10 | -6 | -9 | -6 | -3 | i
CC(=O)C1=C(C)NC(SCC(=O)c2ccc(Cl)cc2)=C(C#N)C1c1ccco1 (stereo unspecified) | 0.3 | / | -7 | 3 | 25 | -11 | 2 | 7 | 8 | i
CCOC(=O)c1cnc(SCC(=O)N2CCN(c3ccccc3)CC2)nc1N | 1.3 | / | -2 | -5 | 7 | -10 | 12 | 6 | 1 | i
Cc1c(C#N)c(O)[nH]c(=O)c1N=Nc1ccc(Cl)c(C(=O)O)c1 | 1.3 | 1.2 | -5 | / | 2 | -2 | 13 | -2 | -10 | -1.9
O=c1[nH]nc(-c2ccc[nH]2)[nH]1 | / | 1.9 | / | / | -13 | / | -1 | / | -4 | i
Cc1ccc([N+](=O)[O-])c(-c2n[nH]c(=S)n2-c2cccc(Cl)c2)c1 | 2.5 | -1.2 | -4 | 5 | -4 | 1 | 9 | 0 | 8 | -0.2
COc1ccccc1CC(=O)NC1CC(C)(C)NC(C)(C)C1 | -1.3 | / | -1 | 2 | 9 | -5 | -1 | -6 | 1 | -0.3
Cc1cc2ccccc2n1CCNC(=O)c1ccccc1 | 1.4 | / | 5 | 20 | -11 | 15 | 6 | 1 | ? | i
COc1ccc(-c2c(-c3cc(OC)cc(OC)c3)n(C)c3ccc(-c4ccc5cc[nH]c5c4)cc23)cc1 | 1.7 | 0.1 | 4 | / | -1 | 5 | -13 | / | 1 | -0.4
CCCN1C(=O)COc2ccc(C(=O)c3ccccc3C(=O)O)cc21 | -1.4 | 0.1 | 8 | 9 | 13 | -9 | 15 | 0 | -8 | i
C=CCOc1ccccc1CNc1ccc2c(c1)OCCO2 | 0.7 | / | 10 | -8 | 24 | -4 | -12 | 6 | -1 | -0.7
CC(=O)Nc1ccc(-c2csc(NC(=O)C3CSC4(C)CCC(=O)N34)n2)cc1 (stereo unspecified) | -0.3 | 2.7 | -5 | / | -3 | -7 | 13 | / | 2 | -0.7
Cc1ccc(-c2cc(C(F)F)n3ncc(C(=O)Nc4c(C)nn(Cc5c(Cl)cccc5Cl)c4C)c3n2)cc1 | -0.2 | / | -1 | 17 | -22 | -8 | 10 | -3 | 7 | i
Cc1nn(C(=O)CN2C(=O)c3ccccc3C2=O)c(C)c1Br | -0.7 | / | 7 | 25 | 6 | -8 | -3 | -3 | -3 | 0.0
COc1ccc(/C=C\c2onc(C)c2S(=O)(=O)N2CCC(C(=O)NCCC(C)C)CC2)cc1 | -0.2 | -1.6 | -3 | 42 | 4 | 4 | 27 | -1 | -8 | -0.3
CCc1ccccc1NC(=O)c1nnn(CC(=O)Nc2ccccc2C)c1N | -0.4 | / | 0 | 10 | 4 | -7 | 7 | 0 | -6 | -0.3
Cc1c(NC(=O)COC(=O)/C=C/c2cccc(Cl)c2)c(=O)n(-c2ccccc2)n1C | -0.3 | -0.9 | -6 | / | 1 | -5 | 11 | / | -2 | -0.3
N#Cc1ccsc1NC(=O)COC(=O)CCCSc1nc2ccccc2s1 | 1.5 | / | -5 | 11 | -4 | -13 | 5 | 0 | -3 | 3.7
CC(=O)Nc1ccc(S(=O)(=O)NC(C)CCc2ccccc2)cc1 (stereo unspecified) | 0.8 | 0.8 | -2 | 8 | 4 | -18 | -16 | 3 | -14 | -0.4
COc1ccccc1C(=O)OCC(=O)NC(=O)NC1CCCC1 | 0.0 | 5.3 | -6 | / | 3 | 11 | 4 | / | 3 | -1.1
Cc1cc(C)c[n+](-c2[nH]c(=O)sc2/C=N/N=C(\[O-])c2cccnc2)c1 | -0.3 | 0.6 | -8 | 16 | -3 | / | 2 | 2 | 0 | i
Cc1ccc(C)c(N2C(=O)CC(Cc3ccccc3)C2=O)c1 (stereo unspecified) | 1.8 | 3.0 | 1 | -4 | 8 | -8 | -2 | -3 | 3 | 0.8
COc1ccccc1Oc1ccc(N2CC(C(=O)OCC(=O)c3ccccc3)CC2=O)cc1 (stereo unspecified) | 1.3 | -0.3 | -3 | 15 | -4 | -6 | 36 | 5 | -5 | -2.5
COc1ccc(OC)c(NC(=O)CCC(=O)Nc2nnc(C(F)(F)F)s2)c1 | -1.2 | / | -11 | 25 | 1 | -14 | 2 | 1 | 1 | -0.6

The closing 5 entries of the part above are carried over, then new ones follow:
SMILES | PfHsp40 rescue | TcdB inh | Rv3671c protease | DUSP3 inh | MazF activator | SSB-PriA inh | Yp Topo-I inh | SARS 3CLpro inh | Anthrax LF prot | Vc quorum ag
COc1ccccc1C(=O)OCC(=O)NC(=O)NC1CCCC1 | 0.0 | 5.3 | -6 | / | 3 | 11 | 4 | / | 3 | -1.1
Cc1cc(C)c[n+](-c2[nH]c(=O)sc2/C=N/N=C(\[O-])c2cccnc2)c1 | -0.3 | 0.6 | -8 | 16 | -3 | / | 2 | 2 | 0 | i
Cc1ccc(C)c(N2C(=O)CC(Cc3ccccc3)C2=O)c1 (stereo unspecified) | 1.8 | 3.0 | 1 | -4 | 8 | -8 | -2 | -3 | 3 | 0.8
COc1ccccc1Oc1ccc(N2CC(C(=O)OCC(=O)c3ccccc3)CC2=O)cc1 (stereo unspecified) | 1.3 | -0.3 | -3 | 15 | -4 | -6 | 36 | 5 | -5 | -2.5
COc1ccc(OC)c(NC(=O)CCC(=O)Nc2nnc(C(F)(F)F)s2)c1 | -1.2 | / | -11 | 25 | 1 | -14 | 2 | 1 | 1 | -0.6
COCCC(=O)N1CCCC(C(=O)c2ccc(C(F)(F)F)cc2)C1 (stereo unspecified) | -0.8 | -0.6 | 6 | -5 | 6 | -15 | -7 | 1 | -3 | i
Cc1ccc(S(=O)(=O)/C(C#N)=C/c2c(N3CCOCC3)nc3ccccn3c2=O)cc1 | 0.3 | / | / | 10 | 7 | -9 | 5 | -2 | 8 | -0.5
CC1CCCC(NC(=O)COC(=O)COc2ccc(Cl)cc2)C1C (stereo unspecified) | -0.3 | / | 2 | 8 | 0 | -24 | -7 | -1 | -1 | i
O=C1CN(C(=O)CSc2nc(-c3ccccc3)cs2)c2ccccc2N1 | 0.5 | / | -9 | 1 | 2 | -3 | 7 | 3 | -1 | -0.2
Cc1ccc(F)c(S(=O)(=O)NC(=O)C2(C)CCN2C(=O)COc2ccc(Cl)cc2)c1 (stereo unspecified) | / | 0.5 | / | / | / | / | -1 | / | 2 | i
CC(NC(=O)COc1ccc(Br)cc1)C(=O)O (stereo unspecified) | -0.5 | 1.1 | 10 | -11 | -4 | -4 | 1 | -3 | -2 | -0.5
COc1cccc(OC)c1C(=O)NC(=S)Nc1ccc2oc(=O)ccc2c1 | 0.0 | 0.1 | 8 | 8 | 0 | 1 | -6 | 3 | -2 | 0.3
CC(=O)NCCC(=O)Nc1nc(-c2ccc3ccccc3c2)cs1 | -0.7 | -2.0 | / | 21 | 1 | -17 | 15 | -3 | 1 | -0.3
CN(C)c1ccncc1C(=O)Nc1ccc(F)cc1F | 0.1 | 1.0 | 2 | -14 | 4 | -9 | -2 | 2 | 1 | -0.5
Cc1ccc(S(=O)(=O)NCC(=O)OCC(=O)c2cccs2)cc1 | -0.5 | / | 2 | 2 | 2 | 2 | -4 | 5 | / | i
CCOC(=O)N1CCN(C(=O)COc2cc(=O)n(C)c3ccccc23)CC1 | 0.2 | / | 8 | -12 | 4 | -12 | 2 | -10 | -3 | i
O=C(Nc1ccc(Cl)cc1)P(=O)(O)c1ccccc1 | -0.5 | 0.2 | / | / | -6 | -5 | 0 | / | -3 | -8.3
CC(=O)Nc1ccc(C(=O)NNC(=O)C2CC2)cc1 | -0.9 | 0.2 | / | -2 | 2 | 0 | 5 | -1 | -1 | -3.1
CCOC(=O)c1cnc(-c2ccccc2)nc1Oc1ccc(C)cc1 | 2.7 | / | -4 | 29 | 1 | -27 | 32 | 5 | 2 | i
CN(C)S(=O)(=O)c1ccc(Cl)c(C(=O)NCCNC(=O)c2cc(S(=O)(=O)N(C)C)ccc2Cl)c1 | -0.2 | -0.2 | 2 | -10 | 5 | -6 | -4 | 1 | -3 | -2.2
CC(C)(C)c1ccc(NC(=O)COC(=O)c2ccc([N+](=O)[O-])s2)cc1 | 12 | / | -1 | 7 | 4 | 27 | -16 | 8 | -2 | 0.7
CC(=O)c1cccc(-c2cnc3c(NC=O)cc(-c4ccccc4)cn23)c1 | / | 0.4 | / | / | / | / | 5 | / | -7 | i
COc1cccc(Nc2nc(N)nc(-c3oc4ccccc4c3C)n2)c1 | 9.0 | / | -70 | 33 | -30 | -9 | 34 | 4 | -6 | i
Cc1ccc(S(=O)(=O)NNC(=O)c2cccs2)c(C)c1 | 1.0 | 0.5 | -4 | -7 | -10 | 0 | 1 | 1 | -1 | -0.4
COc1ccccc1CN1CC(C(=O)NCCc2cn[nH]c2)CCC1=O (stereo unspecified) | 1.8 | 1.7 | 0 | 15 | -7 | 3 | 2 | -1 | 0 | -0.5
Cc1sc2ncn(-c3ccccc3)c(=O)c2c1C | -0.5 | 0.7 | 1 | 26 | -2 | -9 | -13 | -1 | -2 | 1.4
Cc1[nH]c2ccccc2c1N=Nc1ccccc1F | 170* | 1.6 | 12 | 7 | 14 | 61 | -24 | 4 | -8 | i
COc1ccc2[nH]c(=O)c(CN(C(=O)c3ccncc3)C(C)C)cc2c1 | -2.0 | / | 2 | -28 | 2 | -3 | -7 | 0 | -2 | -1.1
O=C1CC(c2cccc(Cl)c2)CC(O)=C1C=NC1CCCC1 (stereo unspecified) | -0.7 | 1.7 | -8 | 3 | 4 | -4 | 11 | -3 | 0 | -0.6
CCc1nnc(NS(=O)(=O)c2ccc(NC(=O)COc3ccc4ccccc4c3)cc2)s1 | 1.9 | -1.2 | -11 | 9 | -5 | -10 | 16 | 10 | -1 | -1.3
SMILES | PfHsp40 rescue | TcdB inh | Rv3671c protease | DUSP3 inh | MazF activator | SSB-PriA inh | Yp Topo-I inh | SARS 3CLpro inh | Anthrax LF prot | Vc quorum ag
CC(=O)Nc1nonc1-c1nc2ccccc2n1N(C(C)=O)C(C)=O | -0.9 | / | 7 | 18 | 0 | -7 | 1 | 4 | -6 | -0.7
Cc1ncc(C)c2c([N+](=O)[O-])cccc12 | / | -0.9 | / | / | 3 | / | -3 | / | -6 | -0.3
O=S(=O)(Nc1ccccc1)c1cccc2nsnc12 | -0.4 | 0.9 | -1 | 14 | -1 | 8 | 0 | -4 | -3 | -0.7
CC(OC(=O)c1cc(Cl)ccc1[N+](=O)[O-])C(=O)NC(C)c1ccc(F)cc1 (stereo unspecified) | 2.1 | / | -5 | 21 | 4 | 7 | -1 | -3 | -1 | -0.2
CCNC(=S)N1N=C2c3ccccc3CCC2C1c1ccc(F)cc1 (stereo unspecified) | / | 1.5 | 8 | 24 | -1 | -2 | 5 | -3 | / | i
CC(C)(C)C(=O)NC(=S)NNC(=O)c1ccncc1 | 1.3 | -0.6 | -4 | 2 | 13 | -2 | 0 | 0 | -1 | 4.3
COc1cc([N+](=O)[O-])ccc1NC(=O)CN1CCOCC1 | -0.4 | 1.4 | -1 | 26 | 1 | -9 | 5 | 2 | -5 | 0.4

Bioassay records: PubChem, several laboratories
